High-throughput results (PubChem BioAssay)
Nrf2 inh = Nrf2 pathway inhibition | A549 ARE-Fluc reporter, luciferase luminescence, 18-24 h | AID 504444 | Potency, µM (doses to about 46 µM), inactives show top-dose activity change, negative = inhibition, most hits filed as inhibitors | 2.1% of 360,000 active; further: potency means the concentration at half of the fitted maximal effect; on the % scale 0 is the no-effect control and ±100 the full control effect; nearly all actives have a fitted effect of over 60% in size
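Quantitative HTS in A549 cells stably bearing an antioxidant response element-firefly luciferase construct. Inhibition of Nrf2-driven transcription was scored by luminescence after 18-24 h of compound exposure at 37 °C.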
CCT modulator = modulators of cytosolic chaperonin (CCT/TRiC) activity; purified chaperonin ATPase assay, HTRF ADP detection, 30 min; activity change, % (no concentration beside the values), hits read low; 0.3% of 360,000 active; AID 651819; in the data active means activity change below about -30%; further: on the % scale 0 is the no-effect control and ±100 the full control effect
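We incubate TRiC, 40 or 20 nM final, with library compounds at 76 uM and 10 uM ATP for 30 min at 37 °C. ADP formed is detected with Transcreener HTRF reagents after 30 min at room temperature.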
TGFb inhibitor = inhibitors of TGF-b signaling; Potency, µM (doses to about 46.1 µM), without a hit: at the highest dose activity, negative = inhibition, most hits filed as inhibitors; 1.2% of 410,000 active; AID 588855; HepG2 CAGA-GFP TGF-b/SMAD3 reporter, GFP fluorescence, 18 h; TGF-beta stimulated, 500 pg/mL final; further: potency means the concentration at half of the fitted maximal effect; on the % scale 0 is the no-effect control and ±100 the full control effect; nearly all actives have a fitted effect of over 65% in size
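Using HEPG2 CAGA-GFP reporter cells at 1000 cells/well, we pinned test compounds, stimulated with recombinant TGF-beta (500 pg/mL final) and measured total well GFP after 18 h.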
pAkt inh = Akt phosphorylation inhibition; Neuro2A IGF-stimulated pAkt S473 HTRF, 20 min; hits give low values; activity change, % for hits at 50 µM; 0.32% of 360,000 active; in the data active means activity change below about -80%; inconclusive means mostly about -51% to -80%; further: on the % scale 0 is the no-effect control and ±100 the full control effect
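Single-point screen (50 µM final compound) in Neuro2A cells stimulated 20 min with 6 nM IGF at 37 deg C. After lysis, Ser473-phosphorylated Akt read by HTRF (ex 330 nm, em 615/665 nm) as the 665/615 ratio.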
A549 tox = kills or reduces viability of A549 cells in Nrf2 counter-screen; A549 ARE-Fluc cells, CellTiter-Fluor viability, 18-24 h; Potency, µM (series often up to 46 µM), for inactives: at the highest dose activity change, negative = cytotoxicity, usual class: inhibitors; 0.16% of 390,000 active; further: potency means the concentration at half of the fitted maximal effect; on the % scale 0 is the no-effect control and ±100 the full control effect
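A549 ARE_Fluc cells in 5% FBS OPTI-MEM were exposed to compounds in concentration-response for 18-24 h at 37 deg C. Viability was read by CellTiter-Fluor fluorescence (Ex 405/Em 525) after 30 min, before the luciferase read.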
Nrf2 activator = activates Nrf2 signaling. AREc32 ARE-luciferase reporter (MCF7-derived line), luminescence, 24 h. Potency, µM (titrated, usually from 46.1 µM), inactives show at the top dose activation, actives largely listed as activators. 0.31% of 410,000 active. AID 624171; further: potency means the concentration at half of the fitted maximal effect; % of control where 0% means no effect; nearly all actives have a fitted effect of over 65% in size
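ARE-driven firefly luciferase activity in AREc32 cells measured after a 24 hr compound exposure at 37 deg C, using Steady-Glo reagent and a 30 min room-temperature hold.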
Abeta yeast res = compounds reversing amyloid beta toxicity in yeast; yeast expressing A-beta42, growth rescue, OD600, 48 h; response scale: 0% DMSO, 100% iron-clioquinol control; Potency, µM (doses to about 46.1 µM), inactives show at the top dose growth rescue, actives largely listed as activators; 0.063% of 410,000 active; AID 1347071; further: potency means the concentration at half of the fitted maximal effect; nearly all actives have a fitted effect of over 55% in size
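Growth rescue measured by 600 nm absorbance after 48 h yeast culture at 30 C with compound. Values normalized between DMSO and an equimolar ferric chloride plus clioquinol control.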
Mm-Cpn inhibitor = blocks the Methanococcus maripaludis chaperonin Mm-Cpn; purified Mm-Cpn ATPase, ADP Transcreener TR-FRET; Potency, µM (top dose mostly 76.9 µM), for inactives: top-dose activity, negative = inhibition, hits mostly inhibitors; 0.031% of 330,000 active; AID 504842; further: potency means the concentration at half of the fitted maximal effect; on the % scale 0 is the no-effect control and ±100 the full control effect; nearly all actives have a fitted effect of over 80% in size
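ATPase read-out: TR-FRET ADP immunoassay (anti-ADP Eu cryptate vs ADP-d2), ex 320 nm, em 590/665 nm; signal drops as ADP forms. Enzyme 25 nM, ATP 10 uM, 30 min at 37°C after 10 min compound preincubation.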
HepG2 tox = counter-screen for TGF-b inhibitors: cytotoxicity in HepG2 cells; HepG2 CAGA-GFP viability, ATP luminescence, 18 h; 0.76% of 410,000 active; AID 588856; Potency, µM (top dose mostly 46.1 µM), for inactives: top-dose activity change, negative = cytotoxicity, hits mostly cytotoxic; further: potency means the concentration at half of the fitted maximal effect; some results filed as inactive show a strong effect at the top dose
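CellTiter-Glo luminescence gave cytotoxicity after 18 hours at 37 degrees C. The cells were HepG2 CAGA-GFP in 1% FBS DMEM, stimulated with 500 pg/mL TGF-beta after compound addition. %Activity was normalised to no-cell wells (complete cell-killing) and DMSO (no toxicity), and curves were fitted and classified.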
* hit, by the source's call; i = inactive; ? = inconclusive; . = not tested or not shown. Unless noted, the call rests on the fitted dose curve; in most records, active means well fitted curve in the direction sought with a large enough effect; inconclusive means small, poorly fitted or top-dose-only effect, or another doubt; inactive means no such curve, though single readings can be large; an effect the other way counts as inactive or inconclusive.

SMILES	Nrf2 inh	CCT modulator	TGFb inhibitor	pAkt inh	A549 tox	Nrf2 activator	Abeta yeast res	Mm-Cpn inhibitor	HepG2 tox
O=C(NCC(c1cccs1)N1CCc2ccccc21)c1ccccc1 (stereo not drawn)	-9%	1.4	-28%	i	-10%	-0.6%	24%	0%	-24%
CC(C(=O)N1CCN(Cc2ccccc2)CC1)c1ccc([N+](=O)[O-])cc1 (stereo not drawn)	0%	-1.7	-22%	i	0%	-0.2%	-8%	-1%	-20%
O=C1CC(c2ccc(F)cc2)Cc2nc(N3CCN(c4ccccc4)CC3)ncc21 (stereo not drawn)	-10%	-0.8	14%	i	-2%	0.0%	11%	0%	2%
Cc1nc(C)n(C)c(=O)c1-c1ccccc1	16%	0.4	1%	i	4%	-0.1%	-9%	2%	0%
O=C(CCCCn1c(=O)c2ccccc2n(Cc2ccc(F)cc2Cl)c1=O)NCc1ccco1	.	0.8	1%	i	?	3.5%	-8%	-2%	-27%
Cc1ccc(CN(Cc2ccco2)c2cnc(S(C)(=O)=O)nc2C(=O)Nc2ccc(Br)cc2)o1	2%	.	-1%	.	2%	7.6%	-26%	.	-23%
CCOc1ccc(NC(=O)c2ccc(NC(=O)COC(=O)Cc3ccc(OC)cc3)cc2)cc1	16%	-1.1	10%	i	-2%	2.0%	-7%	1%	0%
COCC(C)NC(=O)c1cc(-c2ccc(O)cc2)on1 (stereo not drawn)	11%	0.3	13%	i	1%	0.3%	-19%	1%	-4%

Record cards, as listed above.
CCOc1ccc(NC(=O)c2ccc(NC(=O)COC(=O)Cc3ccc(OC)cc3)cc2)cc1 in the list: Nrf2 inh = 16%; CCT modulator = -1.1; TGFb inhibitor = 10%; pAkt inh = i; A549 tox = -2%; Nrf2 activator = 2.0%; Abeta yeast res = -7%; Mm-Cpn inhibitor = 1%; HepG2 tox = 0%
O=C(NCC(c1cccs1)N1CCc2ccccc21)c1ccccc1 (stereo not drawn) in the list: Nrf2 inh = -9%; CCT modulator = 1.4; TGFb inhibitor = -28%; pAkt inh = i; A549 tox = -10%; Nrf2 activator = -0.6%; Abeta yeast res = 24%; Mm-Cpn inhibitor = 0%; HepG2 tox = -24%

Reformatted: 2 of the compounds above.
| canonical_smiles | Nrf2 inh | CCT modulator | TGFb inhibitor | pAkt inh | A549 tox | Nrf2 activator | Abeta yeast res | Mm-Cpn inhibitor | HepG2 tox |
| --- | --- | --- | --- | --- | --- | --- | --- | --- | --- |
| O=C1CC(c2ccc(F)cc2)Cc2nc(N3CCN(c4ccccc4)CC3)ncc21 (stereo not drawn) | -10% | -0.8 | 14% | i | -2% | 0.0% | 11% | 0% | 2% |
| Cc1nc(C)n(C)c(=O)c1-c1ccccc1 | 16% | 0.4 | 1% | i | 4% | -0.1% | -9% | 2% | 0% |
